# DUSP3 inh: VHR1 (DUSP3) phosphatase inhibition | recombinant VHR phosphatase, colorimetric substrate read-out | inhibition, % at 20 µM | hit rate 0.7% among 50,000; in the data active = inhibition above about 60%; also: some results filed as inactive read as strong as hits
# Target sequence (P51452 whole entry, looked up): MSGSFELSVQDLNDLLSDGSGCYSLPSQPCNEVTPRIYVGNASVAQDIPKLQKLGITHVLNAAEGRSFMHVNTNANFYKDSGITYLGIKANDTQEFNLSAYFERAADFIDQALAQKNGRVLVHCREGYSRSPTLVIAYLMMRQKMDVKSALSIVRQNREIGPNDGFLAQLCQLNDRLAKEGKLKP
# * hit, by the source's call.
SMILES,DUSP3 inh
O=[N+]([O-])c1ccc(N2CCCCC2)cc1NCCCO,-10
COc1ccc(CCNCc2cccnc2)cc1,-19
CC(C)OC(=O)C(C)Nc1n[nH]c(=S)[nH]c1=O (stereo not drawn),-12
COc1c(Cl)cc(C(=O)Nc2ccc(-c3nc4ccccc4o3)c(O)c2)cc1Cl,-6
CCCN(CCC)c1ccc(/C=N/NC(=O)c2cccc([N+](=O)[O-])c2)cc1,-2
Cc1ccnc(NS(=O)(=O)c2ccc(NC(=O)c3cc(-c4ccccc4)nc4ccccc34)cc2)n1,-5
O=[N+]([O-])c1cccc(CN2CCN(Cc3cc(Br)ccc3O)CC2)c1,-9
Cc1cccc(N2CCC(N=CN3CCCCC3)=N2)c1,-11
O=[N+]([O-])c1cccc(/C=N/Nc2ccc3nnnn3n2)c1,7
COc1ccc(C(=O)N2CCN(Cc3cccc(OC)c3OC)CC2)cc1,10
CCOC(=O)Cc1nn(CC)c(=O)c2ccccc12,-34
CCN1CCC2(CC1)CC1CC3C=CC1(CN2C(C)=O)O3 (stereo not drawn),-16
O=C(N/N=C/c1cc(Br)cc(Br)c1O)C(Oc1ccccc1)Oc1ccccc1,-9
COC(=O)c1c(-c2ccc(Cl)cc2)csc1NC(=O)C1CCCCC1C(=O)O (stereo not drawn),26
Cc1ccc(C(=O)Nc2ccccc2C(=O)Nc2nc3ccccc3n2C)cc1,20
CC(=O)NN1C(=O)/C(=C\c2ccc(C)cc2)SC1=S,8
CC1=C(C(=O)Nc2ccc(Br)cc2)C(c2ccccc2)NC(=O)N1C (stereo not drawn),-21
Cc1ccc(-c2nc3cc(Cl)ccc3o2)cc1NC(=O)c1ccc2c(c1)OCCO2,-5
Cc1cc(/C=C2/SC(=S)NC2=O)c(C)n1-c1ccc(F)cc1,1
O=C1CC(Cc2ccc(Br)cc2)C(=O)N1Cc1ccccc1 (stereo not drawn),-15
Cc1cc(F)c(F)cc1C(=O)N1CCN(c2cc(N3CCCCC3)c(F)cc2[N+](=O)[O-])CC1,-20
COc1cccc2cc(C(=O)Nc3ccc(I)cc3)c(=O)oc12,12
Oc1cccc(/C=N\N2CCN(c3ccccc3)CC2)c1,6
O=C(Cc1ccccc1)NC(NC(=S)Nc1ccccc1Br)C(Cl)(Cl)Cl (stereo not drawn),-15
C(=C\c1ccccc1)/CSc1nnc(-c2ccc3c(c2)OCO3)n1-c1ccccc1,8
COc1cccc(N2C(=O)NC(=O)/C(=C/c3ccoc3)C2=O)c1,7
CCOc1ccc2ccccc2c1/C=N/N1C(=O)C2C(C1=O)C1C=CC2C12CC2 (stereo not drawn),-16
COc1ccc(CSc2ncn[nH]2)cc1,-12
O=C(Nc1ccc2ccccc2c1)c1ccc2c(c1)C(=O)N(N1C(=O)c3ccccc3C1=O)C2=O,6
CCOC(=O)CNC(=O)c1cc([N+](=O)[O-])ccc1Cl,-41
Cc1cc(/C=C2\C(=O)NC(=O)N(c3ccc4c(c3)OCO4)C2=O)c(C)n1-c1ccccc1,-17
Cc1ccc2nc(NC(=O)C3CC(O)CN3C(=O)OC(C)(C)C)sc2c1 (stereo not drawn),-8
NNC(=O)C1CCC(c2ccccc2)CC1 (stereo not drawn),-2
O=C(CSc1nc2ccccc2[nH]1)Nc1cc(Cl)ccc1Cl,-17
CC(=O)NC1=NN(C(C)=O)C(c2ccccc2OC(C)=O)S1 (stereo not drawn),-10
O=C(ON1C(=O)CCC1=O)c1cccnc1,-15
O=C1N/C(=N/N=C/c2ccccc2)SC1Cc1ccc(Cl)cc1Cl (stereo not drawn),8
O=C(/C=C/c1ccccc1)Nc1ccccc1I,-15
CCCOc1ccc(C(=O)Nc2ccc(I)cc2Cl)cc1,-12
Cc1cccc(N2C(=O)C(Cl)=C(Nc3ccc(F)cc3)C2=O)c1C,14
CCN1C(=O)/C(=C/c2cc3c(cc2Br)OCO3)SC1=S,-14
Cc1ccc(C(=O)NC(=S)Nc2ccc3oc(-c4ccccc4)nc3c2)cc1,4
CN1C(=O)C(=Cc2cn(Cc3ccc(F)cc3)c3ccccc23)C(=O)N(C)C1=O,5
COC(=O)c1ccccc1NC(=O)COc1ccc2ccccc2c1,-8
O=C(Nc1ccccc1C(F)(F)F)C1CCCC1,1
COc1cc(C2CC(=O)Nc3c2ccc2ccccc32)ccc1O (stereo not drawn),4
C=CCN1C(=O)/C(=C\c2cc(Br)ccc2OCC)C(=O)NC1=S,14
Cn1c(O)c(C=NCCN2CCN(C(=O)c3ccccc3)CC2)c(=O)n(C)c1=O,-10
Cc1ccc(C(=O)N2c3c(C)cccc3C(Nc3ccccc3C)CC2C)cc1 (stereo not drawn),-18
O=C1NC(=O)N(c2ccc(Cl)cc2)C(=O)/C1=C/c1ccc(-c2ccc(Cl)c(C(=O)O)c2)o1,-31
# Remaining list, next part
SMILES,DUSP3 inh
COC(=O)c1ccc(/C=N/NC(=O)C2CC(=O)N(c3ccc(OC)cc3)C2)cc1 (stereo not drawn),-8
CN(C)NC(=O)Nc1cccc(Cl)c1,-2
O=C(CSc1nnc(CCCN2C(=O)c3cccc4cccc(c34)C2=O)n1-c1ccccc1)N1CCN(CCO)CC1,-7
c1ccc(C(c2ccccc2)c2nc3ccccc3[nH]2)cc1,-3
CCc1c(C)sc(NC(=O)c2ccc(OC)c(OC)c2)c1C(=O)OC,-1
O=C(Nc1ccc(S(=O)(=O)N2CCCCC2)cc1)c1cccc([N+](=O)[O-])c1,-8
COc1cc2c(cc1OC)-c1nnc(-c3ccc(Br)o3)n1C(C)(C)C2,1
N#C/C(=C(/O)C(Cl)(Cl)Cl)c1nc2ccccc2[nH]1,-8
O=C1c2ccccc2/C(=N/N=C/c2cccs2)C1C(=O)C(c1ccccc1)c1ccccc1 (stereo not drawn),-4
CCC(=O)N1c2ccccc2NC2=C(C(=O)CC(c3ccco3)C2)C1c1ccco1 (stereo not drawn),2

# Structures above with a COOH group:
SMILES,DUSP3 inh
COC(=O)c1c(-c2ccc(Cl)cc2)csc1NC(=O)C1CCCCC1C(=O)O (stereo not drawn),26
O=C1NC(=O)N(c2ccc(Cl)cc2)C(=O)/C1=C/c1ccc(-c2ccc(Cl)c(C(=O)O)c2)o1,-31

# (next part)
SMILES,DUSP3 inh
CC(=O)NC1=NN(C(C)=O)C(C)(c2cccc(OC(=O)c3ccccc3)c2)S1 (stereo not drawn),-17
S=C(Sc1nc(Nc2ccccc2)nc(Nc2ccccc2)n1)N1CCOCC1,-6
O=C(Nc1cc(C(F)(F)F)ccc1Cl)C(c1ccccc1)c1ccccc1,3
CCC1=NN2C(=N)/C(=C/c3cccc(OCc4ccccc4F)c3)C(=O)N=C2S1,-12
Cc1c(NC(=O)c2cccc(OCc3ccccc3)c2)cccc1-c1nc2ccccc2o1,0
COc1ccc([N+](=O)[O-])cc1NC(=O)c1c(Cl)cccc1Cl,8
Nc1c(N2CCOCC2)cc(Nc2ccc(Cl)cc2)c2c1C(=O)c1ccccc1C2=O,55
Cc1ccc(C(=O)Oc2ccc(/C=C3\SC(=S)NC3=O)cc2)cc1,-11
COC(=O)C1=C(C)N(C)C(C)=C(C(=O)OC)C1c1ccccc1,-16
Cc1cccc(N2C(=O)/C(=C/c3cccc(O)c3)SC2=S)c1,-10
Cc1cc(C)n(CC(O)COCc2ccccc2)n1 (stereo not drawn),-6
O=C(NC1CCCCCC1)c1ccccc1[N+](=O)[O-],-10
COc1ccc(-c2noc(COc3cc(C)c(Cl)c(C)c3)n2)cc1,-35
Cc1cc(O)c(C(C)C)cc1NC(=O)c1cc(C(C)(C)C)oc1C,0
O=[N+]([O-])c1ccc(N2CCOCC2)cc1[N+](=O)[O-],-7
COc1ccc(N=C2SC(C(=O)N3CCN(c4ccccn4)CC3)CC(=O)N2C)cc1 (stereo not drawn),-3
COc1ccc(-n2c(-c3ccncc3)nc3ccccc3c2=O)cc1,2
CCOc1cc(/C=N/n2cnnc2)cc(Cl)c1O,44
O=C(Oc1ccc(/C=N/O)cc1)c1ccc(Br)cc1,104*
COc1cc2ccccc2cc1C(=O)NCCCNc1ccc([N+](=O)[O-])cc1,3
CC(Oc1cccc(Cl)c1)C(=O)Nc1ccccc1C(=O)N1CCN(C)CC1 (stereo not drawn),3
O=C1N=c2ccccc2=C1c1sc(=S)n(C(Cc2ccccc2)C(=O)O)c1O (stereo not drawn),-10
Cc1cc(C)cc(NC(=O)C(=O)NCCc2ccccc2)c1,-16
CCC(=O)c1ccc(N2CCN(C(=O)c3cccs3)CC2)c(F)c1,-9
COc1cccc(N2C(=O)C(=O)/C(=C(\O)c3ccccc3)C2c2ccc(C)cc2)c1 (stereo not drawn),-8
Cc1cc(Cl)ccc1OC(=O)CCN1C(=O)c2ccccc2C1=O,-17
O=C(NN1C(=O)C2C3C=CC(C4CC34)C2C1=O)c1cccc(Cl)c1 (stereo not drawn),-9
O=C1/C(=C\c2cccc(Br)c2)SC(=S)N1CC(=O)N1c2ccccc2Sc2ccccc21,-24
COC(=O)C1C(=O)N(C)C(c2ccccc2)C1C(=O)OC (stereo not drawn),-7
CC1=C(C(=O)OCc2ccccc2)C(c2ccc(C(F)(F)F)cc2)C2=C(CCCC2=O)N1 (stereo not drawn),-25
CN1CCN(CCCOc2ccc(Br)cc2)CC1,-16
C/C(=N/N=C(c1ccccc1)c1ccccc1)c1cccs1,-14
O=C(O)/C=C/C(=O)Nc1ccc(F)c(F)c1,-21
O=C(O)c1ccccc1SC1CC(=O)N(c2ccccc2F)C1=O (stereo not drawn),100
COc1cc(Br)c(C2NCCc3cc(OC)c(OC)cc32)cc1OC (stereo not drawn),-16
COC(=O)c1ccc(-n2ncnc2-c2ccc(OCc3ccccc3)c(OC)c2)cc1,-4
COc1cccc(/C=C(\C#N)c2nc(-c3cccs3)cs2)c1,-8
Cc1c(-c2nc(-c3ccccn3)no2)cccc1[N+](=O)[O-],28
CCOc1cc(OCC)cc(C(=O)Nc2cccc(NC(=O)c3ccccc3C)c2)c1,8
CC1SC(c2ccccc2)N(Cc2ccccc2)C1=O (stereo not drawn),-8
CCCCCCOC(=O)C1=C(C)NC(=O)NC1c1ccc(F)cc1 (stereo not drawn),-21
CCOc1ccccc1NC(=O)CN(c1ccc(OC)cc1OC)S(C)(=O)=O,-17
CCOC(=O)c1cnn2c(C(F)(F)F)c3c(nc12)-c1ccccc1CC3,-5
COc1ccc(C(=O)N2CCN(CCCc3ccccc3)CC2)cc1OC,-2
Cc1ccc([N+](=O)[O-])cc1-c1ccc(/C=C2/C(=O)NN(c3ccc(F)cc3)C2=O)o1,-10
O=S(=O)(c1ccc(Cl)cc1)N1CCN(C2CCCCCC2)CC1,-7
O=C(Nc1ccccc1Cl)c1cccc(NC(=O)C(F)(F)F)c1,-2
CC(C)(NC(=O)NCc1ccccc1)c1cccc(C(C)(C)NC(=O)NCc2ccccc2)c1,6
COc1ccc(NC2=C(c3ccc(OC)cc3)C(=O)c3ccccc32)cc1,-12
c1ccc(Nc2nc(-c3ccccn3)cs2)nc1,-33
# Next results follow.
SMILES,DUSP3 inh
CCOC(=O)c1ccccc1NC(=O)c1sc(NC(=O)c2ccc3c(c2)OCO3)c(C(=O)OCC)c1C,7
CCc1ccccc1N(CC(=O)NCC(C)C)S(C)(=O)=O,-20
O=C1/C(=C/C=C/c2ccccc2)SC(=S)N1c1cccc(C(F)(F)F)c1,-20
CC(=O)Nc1ccc(S(=O)(=O)NCc2cccnc2)cc1,4
O=C(NCc1ccc2c(c1)OCO2)C(=O)Nc1nc(C23CC4CC(CC(C4)C2)C3)cs1,-1
COc1ccc2ccccc2c1/C=C1\SC(=S)N(Cc2ccccc2)C1=O,-21
COC(=O)c1ccc(OCc2ccc(COc3ccc(C(=O)OC)cc3)cc2)cc1,-14
CN(C)c1ccc(/C=C2\N=C(c3cc4ccccc4oc3=O)OC2=O)cc1,-28
Cc1cc(C)cc(CSCC(=O)Nc2c(C)cccc2C)c1,-28
CCOc1ccccc1C1Nc2ccccc2NC2=C1C(=O)CC(c1ccc(OC)cc1)C2 (stereo not drawn),-3
CC/C(=N\N=C(/CC)c1ccccc1N)c1ccccc1N,-12
Cc1c(Cl)c(=O)oc2cc(OCC(=O)c3ccc(Cl)cc3)ccc12,-11
O=c1nc(-c2ccccc2Cl)c2cc(Br)ccc2[nH]1,14
CC(=O)Nc1ccc(NS(=O)(=O)c2ccc(F)cc2)cc1,-6
C=C1CCc2c([nH]c3ccc(OCC(C)C)cc23)C1=O,-1
COc1ccccc1C(=O)Nc1ccc(Br)cc1F,-3
Cc1cccc(NC(=O)/C(C#N)=C\c2ccc(I)o2)c1C,-8
CCc1ccccc1NC(=O)C(=O)NCC(C)O (stereo not drawn),-5
COc1ccc(S(=O)(=O)N2CCN(C3CCCC(C)C3)CC2)cc1 (stereo not drawn),-13
Cc1ccc(NCC(=O)N/N=C\c2cc(Br)cc(Br)c2OC(=O)c2cccc(F)c2)cc1,9
CC(C)CNC(=O)C(=O)Nc1cccc(Br)c1,12
O=C(Oc1cccc([N+](=O)[O-])c1)c1ccc(-c2ccccc2)cc1,2
COc1ccc(/C=C2/SC(=S)N(C(C)c3ccccc3)C2=O)cc1 (stereo not drawn),18

# Among those listed so far, 16 contain bromine:
SMILES,DUSP3 inh
O=[N+]([O-])c1cccc(CN2CCN(Cc3cc(Br)ccc3O)CC2)c1,-9
O=C(N/N=C/c1cc(Br)cc(Br)c1O)C(Oc1ccccc1)Oc1ccccc1,-9
CC1=C(C(=O)Nc2ccc(Br)cc2)C(c2ccccc2)NC(=O)N1C (stereo not drawn),-21
O=C1CC(Cc2ccc(Br)cc2)C(=O)N1Cc1ccccc1 (stereo not drawn),-15
O=C(Cc1ccccc1)NC(NC(=S)Nc1ccccc1Br)C(Cl)(Cl)Cl (stereo not drawn),-15
CCN1C(=O)/C(=C/c2cc3c(cc2Br)OCO3)SC1=S,-14
C=CCN1C(=O)/C(=C\c2cc(Br)ccc2OCC)C(=O)NC1=S,14
COc1cc2c(cc1OC)-c1nnc(-c3ccc(Br)o3)n1C(C)(C)C2,1
O=C(Oc1ccc(/C=N/O)cc1)c1ccc(Br)cc1,104*
O=C1/C(=C\c2cccc(Br)c2)SC(=S)N1CC(=O)N1c2ccccc2Sc2ccccc21,-24
CN1CCN(CCCOc2ccc(Br)cc2)CC1,-16
COc1cc(Br)c(C2NCCc3cc(OC)c(OC)cc32)cc1OC (stereo not drawn),-16
O=c1nc(-c2ccccc2Cl)c2cc(Br)ccc2[nH]1,14
COc1ccccc1C(=O)Nc1ccc(Br)cc1F,-3
Cc1ccc(NCC(=O)N/N=C\c2cc(Br)cc(Br)c2OC(=O)c2cccc(F)c2)cc1,9
CC(C)CNC(=O)C(=O)Nc1cccc(Br)c1,12

# The list is partial. The share of hits here may be higher or lower than overall.
